APP transl inh: inhibitors of APP translation via 5'UTR reporter, primary screen, APP 5'UTR luciferase, SH-SY5Y cells. SH-SY5Y APP 5'UTR-luciferase reporter, luminescence. inhibition, % at 2 µM. actives 0.82% (n = 190,000). AID 1285, 2008;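 active means inhibition above a set limit, derived from the sample mean plus 3 SD, cut at about 45% in these data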; further: values of inactives mirror those of a sister screen read the other way
STAT3 activator: IL-6 driven STAT3 reporter potentiators, primary screen, U3A cells, luciferase, luminescence, MLSCN library. IL-6 STAT3-luciferase reporter; 100% = signal with IL-6 EC80 alone. activation (% of control), % at 5.6 µM. actives 0.91% (n = 190,000). AID 871, 2007;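 active means activation above the screen-wide mean of compound activation plus 3 SD, cut at about 130% in these data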;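 further: 0% = background luminescence of wells with medium and substrate only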
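Assay system – human STAT1-deficient U3A cells with stable STAT3-luciferase reporter · Also added – IL-6 (33 ng/mL) · Schedule – compound 1 h, then IL-6 6 h at 37 °C · Technique – reporter luminescence signal · Evaluation – % activation versus median of IL-6-stimulated wells · Benchmarks – IL-6-only wells as 100% reference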
G6PDH CS: L. mesenteroides G6PDH inhibitors, counter-screen for G6PDH-coupled screening assays, biochemical, Leuconostoc mesenteroides enzyme. actives 0.12% (n = 200,000). Purified L. mesenteroides G6PDH, diaphorase/resazurin coupled fluorescence, 45 min. glucose-6-phosphate dehydrogenase [Leuconostoc mesenteroides]. inhibition, % at 5 µM; in the data active means inhibition above about 50%
Diaph inh CS: diaphorase inhibitors and chemical oxidizers, primary screen, counter-screen for diaphorase-coupled primary assays, biochemical, uHTS, resorufin fluorescence; diaphorase resazurin-to-resorufin fluorescence, NADH, 16 min; bacterial (C. kluyveri) enzyme, not human; inhibition, % at 20 µM; actives 0.69% (n = 190,000); AID 1217, 2008;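 active means primary screen inhibition at 20 µM above a set limit, cut at about 50% in these data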;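 further: plate controls were DMSO with full reaction for no effect and wells lacking NADH for full effect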
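Assay system: diaphorase enzyme from Clostridium kluyveri. Quantity: enzyme working solution with 0.14 U/mL diaphorase. Schedule: reaction incubation of 16 min at room temperature. Technique: resorufin fluorescence, excitation 544 nm, emission 590 nm. Controls: No-NADH positive control and DMSO neutral control.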
Diaphorase act: compounds boosting diaphorase resazurin reduction – biochemical, uHTS, resorufin fluorescence, counter-screen for diaphorase-coupled primary assays, primary screen | activation factor at 20 µM | actives 0.005% (n = 190,000) | Diaphorase/resazurin coupled assay, 16 min; active compounds read high; 1 = vehicle wells, 0 = NADH-free wells;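 active means diaphorase activity raised at least twofold by the compound at 20 µM; inactive means activation factor below 2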
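System – purified diaphorase enzyme from Clostridium kluyveri · Input – enzyme 0.07 U/mL final · Also added – final NADH 0.114 mM, resazurin 0.1 mM · Measured by – fluorescence of resorufin, 544 nm excitation, 590 nm emission · Timing – 16 min enzyme reaction, ambient temperature · Measure – resorufin increase flagging diaphorase activators or reducers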
STAT1 activator: STAT1 signaling activators, primary screen, cell-based, HTS, luciferase reporter; NIH 3T3 STAT1-luciferase reporter, IFN-gamma, luminescence; 100% = IFN-gamma alone, no compound; activation (% of control), % at 5.5 µM; actives 2.6% (n = 200,000); AID 932, 2007;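 active means activation above the screen-wide mean activation plus 3 SD, cut at about 130% in these data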;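 further: raw ratio to IFN-gamma control signal so 100% means no change and 0% no light; values of inactives mirror those of a sister screen read the other way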
STAT1 blocker: STAT1 signaling inhibitors, primary screen, cell-based, HTS, luciferase reporter; NIH 3T3 STAT1-luciferase reporter, IFN-gamma, luminescence; actives 0.35% (n = 200,000); inhibition, % at 5.5 µM;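 active means inhibition above a set limit, the mean inhibition across all tested compounds plus 3 SD, cut at about 34% in these data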;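 further: 0% = IFN-gamma with DMSO and 100% = IFN-gamma with 300 µM nifuroxazide; values of inactives mirror those of a sister screen read the other way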
Hsp70 act: Hsp70 transcriptional activators, primary screen, cell-based, HeLa, Hsp70 promoter luciferase, luminescence, 10 µM. AID 1203, 2008. activation, % at 10 µM. actives 0.04% (n = 200,000). HeLa Hsp70 promoter luciferase reporter; scaled: vehicle 0, proteasome-inhibitor control 100%;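 active means activation above the mean across all tested compounds plus 3 SD, cutoff set per campaign, cut at about 5.5% in these data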;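 further: 100% = MG132 at 30 µM as the positive control and 0% = DMSO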
TLR4 MyD88 comp: inhibitors of TLR4-MyD88 association in cells, primary screen, cell-based, HeLa CL3-4, BLA complementation, FRET ratio; inhibition, % at 8.4 µM; actives 0.18% (n = 200,000); Toll-like receptor 4 (Homo sapiens) + Myeloid differentiation primary response protein …; HeLa CL3-4 TLR4/MyD88 BLA complementation; AID 861, 2007; in the data active means inhibition above about 25%;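 further: 0% = vehicle and 100% = reference inhibitor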
Target sequence (O00206 whole entry, looked up): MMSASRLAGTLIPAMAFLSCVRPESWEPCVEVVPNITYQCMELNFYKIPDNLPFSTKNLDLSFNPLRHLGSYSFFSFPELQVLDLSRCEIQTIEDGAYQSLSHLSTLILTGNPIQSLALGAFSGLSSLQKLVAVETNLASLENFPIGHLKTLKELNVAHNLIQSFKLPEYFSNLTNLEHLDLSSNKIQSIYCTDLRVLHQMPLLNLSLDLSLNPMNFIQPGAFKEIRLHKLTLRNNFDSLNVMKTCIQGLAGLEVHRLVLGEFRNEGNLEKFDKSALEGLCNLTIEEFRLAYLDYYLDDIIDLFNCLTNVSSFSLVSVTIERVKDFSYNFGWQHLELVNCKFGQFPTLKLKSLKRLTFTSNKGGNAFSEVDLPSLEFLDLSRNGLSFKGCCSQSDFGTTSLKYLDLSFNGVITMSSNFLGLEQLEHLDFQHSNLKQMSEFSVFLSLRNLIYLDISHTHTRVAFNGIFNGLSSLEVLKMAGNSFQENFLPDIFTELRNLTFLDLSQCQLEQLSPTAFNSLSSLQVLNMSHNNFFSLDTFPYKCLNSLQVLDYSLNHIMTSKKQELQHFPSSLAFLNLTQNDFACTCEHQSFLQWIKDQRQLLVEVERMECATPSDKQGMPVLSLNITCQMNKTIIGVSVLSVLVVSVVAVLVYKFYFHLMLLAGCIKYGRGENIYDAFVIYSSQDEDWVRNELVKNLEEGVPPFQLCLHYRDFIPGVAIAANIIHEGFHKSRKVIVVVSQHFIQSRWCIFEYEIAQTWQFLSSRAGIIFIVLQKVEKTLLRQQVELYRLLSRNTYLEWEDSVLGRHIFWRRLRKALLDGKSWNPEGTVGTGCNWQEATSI
Target sequence (Q99836 whole entry, looked up): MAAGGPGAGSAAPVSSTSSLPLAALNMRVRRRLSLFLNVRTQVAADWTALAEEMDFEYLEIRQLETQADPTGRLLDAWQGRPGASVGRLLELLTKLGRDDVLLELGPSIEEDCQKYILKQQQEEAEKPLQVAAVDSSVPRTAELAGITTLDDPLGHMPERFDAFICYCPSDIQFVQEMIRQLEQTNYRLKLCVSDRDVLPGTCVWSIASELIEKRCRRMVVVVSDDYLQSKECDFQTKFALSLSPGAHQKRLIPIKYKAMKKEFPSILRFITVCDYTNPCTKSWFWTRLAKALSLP
STAT3 inh: IL-6 driven STAT3 reporter inhibitors, primary screen, U3A cells, luciferase, luminescence, MLSCN library. IL-6 STAT3-luciferase reporter; host cell line lacks STAT1. inhibition, % at 5.5 µM. actives 0.89% (n = 190,000). AID 862, 2007;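 active means inhibition above the mean inhibition across all screened compounds plus 3 SD, cut at about 44% in these data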;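 further: 0% = DMSO only wells and 100% = 100 µM nifuroxazide control wells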
* marks the source's active call; other numbers are inactive results; / = no result given.

| No. | Structure | STAT3 activator | Hsp70 act | STAT1 blocker | TLR4 MyD88 comp | Diaph inh CS | Diaphorase act | STAT1 activator | STAT3 inh | G6PDH CS | APP transl inh |
| --- | --- | --- | --- | --- | --- | --- | --- | --- | --- | --- | --- |
| 1 | O=C1N=C(N2CCCCC2)SC1=C1CCCC1 | 106 | -0.1 | -13 | 11 | 18 | 0.8 | 112 | -4 | 9 | -30 |
| 2 | Cc1cc(C)c(NC(=O)CS(=O)CC(=O)NC2CCCc3ccccc32)c(C)c1 (centres undefined) | 97 | -0.1 | 8 | 6 | 6 | 0.9 | 92 | 10 | -1 | -3 |
| 3 | Oc1ccc(F)c2cccnc12 | 99 | 0.1 | 3 | -21 | 50* | 0.5 | 95 | 7 | 65* | -8 |
| 4 | CCN(C(=O)COC(=O)c1c2c(nc3ccccc13)/C(=C/c1ccccc1)CC(C)C2)C1CCS(=O)(=O)C1 (centres undefined) | 110 | -0.2 | -6 | 8 | 35 | 0.7 | 105 | -7 | 18 | 13 |
| 5 | Cc1ccc(Cl)cc1N1CCN(C(CC(C)C)c2nnnn2CC2CCCO2)CC1 (centres undefined) | 106 | 0.0 | 14 | 6 | 0 | 1 | 88 | -4 | 7 | 6 |
| 6 | Cc1cc(C)c2nc(SCC(=O)NCC3CCCO3)c(C#N)cc2c1 (centres undefined) | 105 | 0.0 | -3 | 10 | / | / | 101 | -3 | 19 | 2 |
| 7 | N#CC1=C(N)OC2=C(C(=O)CCC2)C1c1ccncc1 (centres undefined) | 99 | -0.4 | 8 | -2 | -8 | 1.1 | 93 | 4 | 4 | -2 |
| 8 | Cc1cccc(N2C(=O)/C(=C\c3ccc(OC(F)F)cc3)c3ccccc3C2=O)c1 | 101 | -0.3 | -2 | 17 | 3 | 1 | 102 | -3 | -8 | -13 |
| 9 | CN(C)S(=O)(=O)N(CC(=O)Nc1ccccc1)c1ccccc1 | 90 | -0.2 | 4 | 1 | 13 | 0.9 | 96 | 16 | 6 | 6 |
| 10 | CCCCC(=O)NC(c1ccccc1Cl)c1c(O)ccc2ccccc12 (centres undefined) | 102 | -0.1 | 7 | 9 | 20 | 0.8 | 93 | -6 | -3 | -8 |
| 11 | CCOc1ccc(/C=N/n2c(SC)nnc(C(C)(C)C)c2=O)cc1 | 89 | 0.0 | 8 | 4 | 10 | 0.9 | 92 | 16 | 7 | 2 |
| 12 | O=C(COC(=O)Cc1cccc(C(F)(F)F)c1)NCC1CCCO1 (centres undefined) | 109 | 0.0 | -4 | 5 | 19 | 0.8 | 99 | -8 | 2 | 1 |
| 13 | CCC(=O)Nc1ccccc1C(=O)OCc1ccc(C(=O)c2ccccc2)cc1 | 95 | -0.1 | 6 | -2 | 12 | 0.9 | 95 | 11 | 1 | -7 |
| 14 | COc1cccc(/C=C/C(=O)OCC(=O)Nc2ccc(Cl)c(S(=O)(=O)N(C)C)c2)c1 | 106 | -0.1 | -2 | -5 | 13 | 0.9 | 100 | 4 | -5 | -42 |
| 15 | Clc1cccc(-c2nnc(SC/C=C/c3ccccc3)n2Cc2ccco2)c1 | 94 | -0.2 | -8 | -3 | 23 | 0.8 | 108 | 9 | 0 | -2 |
| 16 | COC(=O)c1sccc1NC(=O)/C=C/c1ccc(Cl)cc1Cl | 97 | -0.2 | -2 | -13 | 0 | 1 | 102 | 4 | -2 | -131 |
| 17 | CCCS(=O)(=O)N1CCC(C(=O)N2CCN(C(=O)OCC)CC2)CC1 | 98 | -0.1 | 0 | 5 | 9 | 0.9 | 100 | 5 | -21 | -3 |
| 18 | O=C(CNc1ccccc1)N/N=C/c1ccc([N+](=O)[O-])o1 | 84 | -0.1 | -2 | 0 | 5 | 0.9 | 102 | 26 | 0 | -3 |
| 19 | O=C(NCCc1ccccc1)c1cc(S(=O)(=O)N2CCOCC2)ccc1F | 103 | -0.3 | -2 | -3 | 10 | 0.9 | 102 | -3 | 3 | 5 |
| 20 | COc1ccc(-n2nnc3c(=O)n(CC(=O)OCc4ccccc4)cnc32)cc1 | 98 | -0.4 | 2 | 14 | 10 | 0.9 | 99 | 3 | -37 | -3 |
| 21 | Cc1ccc(S(=O)(=O)Nc2nc3ccccc3nc2NCc2ccco2)cc1 | 120 | -0.1 | -11 | -13 | 12 | 0.9 | 110 | -20 | -24 | -47 |
| 22 | CC(NC(N)=O)C(=O)NCC(=O)OCc1ccccc1 (centres undefined) | 108 | 0.4 | -10 | -17 | 8 | 0.9 | 107 | -6 | 11 | 3 |
| 23 | CC(O)CNCc1ccc(Cl)cc1Cl (centres undefined) | 97 | -0.2 | -1 | 13 | -26 | 1.3 | 99 | 11 | 9 | 18 |
| 24 | Cc1[nH]c(=S)[nH]c(=O)c1CCOc1ccccc1 | 94 | -0.3 | -3 | 12 | 14 | 0.9 | 102 | 11 | -1 | -13 |
| 25 | O=C(Nc1ccccc1)c1nn(-c2cccc(C(F)(F)F)c2)ccc1=O | 80 | 0.1 | -8 | -4 | 14 | 0.9 | 105 | 28 | 1 | -1 |
| 26 | O=C(CSc1nc2ccc([N+](=O)[O-])cc2[nH]1)NC1CCCC1 | 97 | -0.2 | 2 | -1 | 9 | 0.9 | 98 | 6 | -9 | -6 |
| 27 | COc1cc(C=O)ccc1OCCCOc1ccc([N+](=O)[O-])cc1 | 100 | 0.0 | 6 | 19 | 13 | 0.9 | 95 | 3 | -3 | 15 |
| 28 | CCN1CCN(CCC(=O)Nc2cccc(OC)c2)CC1 | 109 | 0.0 | -3 | 1 | 1 | 1 | 103 | -5 | 6 | -26 |
| 29 | N#Cc1ccccc1Cn1cc(/C=N/Nc2ccc([N+](=O)[O-])cn2)c2ccccc21 | 92 | 0.1 | -7 | 46* | 22 | 0.8 | 106 | 20 | 6 | 6 |
| 30 | CC(=O)NCCCNc1ccc([N+](=O)[O-])cc1 | 108 | 0.0 | 0 | -15 | 13 | 0.9 | 100 | -5 | 7 | 16 |
| 31 | CCOC(=O)/C=c1\s/c(=C\c2ccc(C(=O)OC)cc2)c(=O)n1CC(=O)Nc1ccccc1 | 100 | -0.2 | -1 | 7 | -1 | 1 | 102 | 2 | 14 | -6 |
| 32 | C=CCNC(=O)c1cc2cccc(OC)c2oc1=O | 86 | 0.1 | -3 | 4 | 4 | 1 | 102 | 23 | 0 | -16 |
| 33 | Cc1ccc(NC(=O)C2=C(c3ccccc3)S(=O)(=O)CCS2(=O)=O)cc1 | 81 | -0.1 | 22 | 14 | -10 | 1.1 | 79 | 27 | 5 | 93* |
| 34 | CN(C)C(CNC(=S)Nc1ccc(F)cc1)c1cccnc1 (centres undefined) | 99 | 0.3 | 2 | 2 | 8 | 0.9 | 97 | 12 | 6 | -6 |
| 35 | Cc1ccc(C)c(OCC(=O)Nc2nc3ccc([N+](=O)[O-])cc3s2)c1 | 105 | -0.4 | 7 | -1 | 1 | 1 | 93 | -6 | -24 | / |
| 36 | O=C(Nc1ccc2[nH]c(=O)[nH]c2c1)c1c(F)c(F)c(F)c(F)c1F | 88 | -0.2 | 7 | 0 | 1 | 1 | 94 | 16 | 11 | 11 |
| 37 | CCOc1ccc(C(C)=O)cc1CSc1nnnn1-c1ccc(O)cc1 | 100 | 0.1 | 10 | 3 | 9 | 0.9 | 90 | 3 | 13 | -8 |
| 38 | CCOC(=O)N1CCN(S(=O)(=O)N(C)C)CC1 | 107 | 0.0 | 8 | -2 | 7 | 0.9 | 93 | -6 | -4 | -6 |
| 39 | CN(CCCNC(=O)c1cc2c(=O)[nH]c3ccccc3c2n1C)Cc1ccccc1 | 105 | 0.5 | 0 | 1 | 22 | 0.8 | 98 | -2 | 2 | -5 |
| 40 | C/C(=N\NC(=O)CSc1nc2ccccc2c(=O)n1-c1ccccc1C)c1cccs1 | 105 | 0.0 | -2 | -2 | 16 | 0.8 | 102 | -9 | -10 | 1 |
| 41 | CCn1c2ccccc2c2nnc(SCc3ccccc3)nc21 | 116 | -0.2 | -7 | 11 | 28 | 0.7 | 108 | -20 | -45 | 2 |

Arranged by number of heavy atoms (smallest number first): 10 of the compounds above
| No. | Structure | STAT3 activator | Hsp70 act | STAT1 blocker | TLR4 MyD88 comp | Diaph inh CS | Diaphorase act | STAT1 activator | STAT3 inh | G6PDH CS | APP transl inh |
| --- | --- | --- | --- | --- | --- | --- | --- | --- | --- | --- | --- |
| 30 | CC(=O)NCCCNc1ccc([N+](=O)[O-])cc1 | 108 | 0.0 | 0 | -15 | 13 | 0.9 | 100 | -5 | 7 | 16 |
| 24 | Cc1[nH]c(=S)[nH]c(=O)c1CCOc1ccccc1 | 94 | -0.3 | -3 | 12 | 14 | 0.9 | 102 | 11 | -1 | -13 |
| 18 | O=C(CNc1ccccc1)N/N=C/c1ccc([N+](=O)[O-])o1 | 84 | -0.1 | -2 | 0 | 5 | 0.9 | 102 | 26 | 0 | -3 |
| 16 | COC(=O)c1sccc1NC(=O)/C=C/c1ccc(Cl)cc1Cl | 97 | -0.2 | -2 | -13 | 0 | 1 | 102 | 4 | -2 | -131 |
| 36 | O=C(Nc1ccc2[nH]c(=O)[nH]c2c1)c1c(F)c(F)c(F)c(F)c1F | 88 | -0.2 | 7 | 0 | 1 | 1 | 94 | 16 | 11 | 11 |
| 6 | Cc1cc(C)c2nc(SCC(=O)NCC3CCCO3)c(C#N)cc2c1 (centres undefined) | 105 | 0.0 | -3 | 10 | / | / | 101 | -3 | 19 | 2 |
| 25 | O=C(Nc1ccccc1)c1nn(-c2cccc(C(F)(F)F)c2)ccc1=O | 80 | 0.1 | -8 | -4 | 14 | 0.9 | 105 | 28 | 1 | -1 |
| 19 | O=C(NCCc1ccccc1)c1cc(S(=O)(=O)N2CCOCC2)ccc1F | 103 | -0.3 | -2 | -3 | 10 | 0.9 | 102 | -3 | 3 | 5 |
| 40 | C/C(=N\NC(=O)CSc1nc2ccccc2c(=O)n1-c1ccccc1C)c1cccs1 | 105 | 0.0 | -2 | -2 | 16 | 0.8 | 102 | -9 | -10 | 1 |
| 31 | CCOC(=O)/C=c1\s/c(=C\c2ccc(C(=O)OC)cc2)c(=O)n1CC(=O)Nc1ccccc1 | 100 | -0.2 | -1 | 7 | -1 | 1 | 102 | 2 | 14 | -6 |

From PubChem BioAssay
